M5 PAM = potentiates acetylcholine response at human M5 receptor; P08912; CHO-K1 hM5, Fluo-8 calcium, ACh EC20 PAM; 0% = ACh EC20, 100% = ACh EC100; activation, % at 3 µM; hit rate 0.3% among 360,000;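 active = activation above the run cutoff, the mean activation of all test compounds plus 3 SD, cut at about 18% in these data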
Target sequence (P08912 whole entry, looked up): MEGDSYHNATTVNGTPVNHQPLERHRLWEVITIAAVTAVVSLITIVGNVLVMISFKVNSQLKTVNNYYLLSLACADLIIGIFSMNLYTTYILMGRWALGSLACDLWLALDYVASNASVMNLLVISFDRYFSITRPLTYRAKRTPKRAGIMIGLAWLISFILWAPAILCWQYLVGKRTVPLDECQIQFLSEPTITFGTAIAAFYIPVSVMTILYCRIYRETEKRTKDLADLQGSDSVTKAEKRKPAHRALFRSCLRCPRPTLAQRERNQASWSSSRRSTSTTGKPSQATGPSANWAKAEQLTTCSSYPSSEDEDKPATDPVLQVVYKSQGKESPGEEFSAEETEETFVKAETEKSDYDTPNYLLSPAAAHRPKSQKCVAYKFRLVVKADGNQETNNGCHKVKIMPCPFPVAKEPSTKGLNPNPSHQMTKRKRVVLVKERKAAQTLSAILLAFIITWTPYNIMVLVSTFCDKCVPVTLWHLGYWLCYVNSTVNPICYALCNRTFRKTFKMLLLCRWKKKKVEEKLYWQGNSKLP
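Assay system: CHO-K1 hM5 cells. Also added: acetylcholine at EC20 concentration, added after compound. Dosing: 3 µM, single dose. Times: compound preincubation 140 s before EC20 acetylcholine addition. Signal: Fluo-8 calcium fluorescence. Measure: % activation relative to EC20 and EC100 ACh responses. Repeats: singlicate, one well per test compound.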
CHRM5 agonist = CHRM5 agonism in calcium assay | P08912 | CHO-K1 hM5 cells, Fluo-8 calcium fluorescence; 0% DMSO wells, 100% maximal acetylcholine response | activation, % at 3 µM | hit rate 0.19% among 360,000;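 active = activation above the run's mean over test compounds plus 3 SD, cut at about 23% in these data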;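 also: signal is peak over basal fluorescence ratio across the kinetic read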
CHRM4 PAM = positive allosteric modulators of human muscarinic M4 receptor | P08173 | AID 624126 | CHO-K1 hM4/Gqi5, Fluo-8 calcium fluorescence, ACh EC20; 0% = ACh EC20, 100% = maximal ACh | hit rate 0.4% among 360,000 | activation, % at 3 µM;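 active = activation above its plate's cutoff, the mean activation of sample wells plus 3 SD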; also: some results filed as inactive read as strong as hits
CHRM4 antagonist = antagonists of human muscarinic M4 receptor (CHRM4); CHO-hM4 cells, ACh EC80, Fluo-8 calcium fluorescence; inhibition, % at 3 µM; hit rate 0.73% among 360,000;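 active = inhibition above its plate's cutoff, the mean inhibition of sample wells plus 3 SD, cut at about 27% in these data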;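 also: 0% = acetylcholine EC80 with DMSO and 100% = DMSO without agonist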
CHRM4 agonist = agonists of human muscarinic M4 receptor (CHRM4) | P08173 | CHO-K1 hM4/Gqi5, Fluo-8 calcium fluorescence; vehicle 0%, full acetylcholine response 100% | activation, % at 3 µM | hit rate 0.14% among 360,000;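 active = activation above the run mean over all test wells plus 3 SD, cut at about 32% in these data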;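 also: peak over basal fluorescence ratio per well then scaled between controls; 0% = DMSO wells and 100% = acetylcholine at EC100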
CHRM1 antagonist = human CHRM1 antagonism. inhibition, % at 3 µM. CHO-K1 hM1, Fluo-8 calcium fluorescence, ACh EC80 antagonist. P11229. hit rate 1.3% among 360,000;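 active = percent inhibition above its own plate's cutoff, namely the mean of that plate's compound wells plus 3 SD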;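 also: peak over basal fluorescence ratio during 140 s after agonist addition; 0% = ACh EC80 plus DMSO and 100% = DMSO alone without agonist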
CHRM1 PAM = positive allosteric modulators of human M1 muscarinic receptor; P11229; CHO-K1 hM1, Fluo-8 calcium fluorescence, ACh EC20; 0% = ACh EC20, 100% = maximal ACh; activation, % at 3 µM; hit rate 0.088% among 360,000; AID 588819; in the data active = activation above about 19%, passing the limit was not always enough
CHRM5 antagonist = blocks acetylcholine activation of human M5 receptor | P08912 | CHO-hM5 cells, Fluo-8 calcium fluorescence, ACh EC80 | inhibition, % at 3 µM | hit rate 0.59% among 360,000 | AID 624040;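 active = inhibition above a per-plate cutoff, the mean of that plate's test compounds plus 3 SD, cut at about 27% in these data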;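 also: 0% = acetylcholine EC80 with DMSO and 100% = DMSO without agonist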
CRFBP-R2 agonist = CRF-BP/CRF-R2 complex agonism; HEK293 CRF-R2/CRF-BP, calcium dye fluorescence (FLIPR); percent of saturating CRF peptide response; activation, % at 13.2 µM; hit rate 0.46% among 350,000;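 active = activation of at least 50%, plus an integration ratio under a set limit after plate pattern correction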;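 also: plate controls were neutral control wells without compound for no effect and CRF at EC100 for full effect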
* marks the source's active call; other numbers are inactive results; . = no result given.

SMILES,M5 PAM,CHRM5 agonist,CHRM4 PAM,CHRM4 antagonist,CHRM4 agonist,CHRM1 antagonist,CHRM1 PAM,CHRM5 antagonist,CRFBP-R2 agonist
CC(C)(C)C1CCC(=NNC(=S)NCc2ccccc2)CC1 (centres undefined),1,1,9,-4,-1,-9,3,7,0.3
CCOc1ccccc1NC(=O)CSc1nnc(CNC(=O)c2c(F)cccc2Cl)o1,-8,-4,-2,-1,4,4,-2,8,-0.7
Cc1cc(C)nc(/N=C(\N)Nc2ccc(-c3ccccc3)cc2)n1,-18,28*,-29,29*,68*,12,-16,14,14
CC1CCCCC1NC(=O)C1CCC(CNS(=O)(=O)c2cccc3cccnc23)CC1 (centres undefined),-5,-3,-2,8,1,-7,6,3,-0.9
CC(=O)NC1C(OCc2ccccc2)OC(CO)C(OC(C)=O)C1OC(C)=O (centres undefined),4,0,-3,0,1,-6,12,-3,-4.0
O=C1Nc2ccccc2-n2nnnc2C1N1CCCN(Cc2ccc(F)cc2)CC1 (centres undefined),-1,-6,-5,-7,0,.,.,-1,.
Cc1ccc(NC(=O)CSc2nc3ccccc3c(=O)n2CCCN2CCCCC2)cc1C,-8,-7,3,-11,5,-5,8,16,-0.6
Cc1cccc(C(=O)NNC(=O)c2ccc(S(=O)(=O)N3CCOCC3)cc2)c1,5,-2,2,-13,1,-13,21,1,-0.7
O=C(O)/C(=C/c1cccnc1)NC(=O)c1ccccc1,4,-1,3,-5,1,-3,1,3,-2.7
O=[N+]([O-])c1ccc(C=Nc2ccccc2)cc1,1,2,11,-5,1,0,5,-3,.
CCCN(CCC)C(=O)c1ccc2c(c1)N(Cc1ccccc1)C(=O)CS2=O (centres undefined),-4,0,-3,6,0,-1,-5,4,-2.8
COc1cc(OC)cc(-c2c(C#Cc3ccsc3)c3cc(-c4cccc5[nH]cc(C=O)c45)ccc3n2C)c1,-29,5,-5,20,17,20,-6,26,0.9
Cc1ccc(Cl)c(Cn2cnc3c(cnn3C(C)(C)C)c2=O)c1F,-15,0,-5,-4,11,11,-12,11,-0.3
CS(=O)(=O)c1ccc(NC(=O)C2CC(=O)N(c3ccc4c(c3)OCCO4)C2)cc1 (centres undefined),1,-3,-1,2,0,-8,1,10,0.2
COc1cc2c(cc1OC)C(=O)N1[C@H]3c4ccccc4OC[C@@H]3[C@H](c3ccccc3)[C@]1(C)C(=O)N2,-2,2,8,-4,3,0,4,11,-0.1

Additional entries:
SMILES,M5 PAM,CHRM5 agonist,CHRM4 PAM,CHRM4 antagonist,CHRM4 agonist,CHRM1 antagonist,CHRM1 PAM,CHRM5 antagonist,CRFBP-R2 agonist
Cc1cc(-c2onc3ccc(Cl)cc23)ccc1O,-2,-1,4,6,3,-5,7,13,6.1
O[C@@H]1CN(CC2CCCCC2)[C@@H](c2ccc(Cl)cc2)C[C@H]1n1cc(-c2ccc(F)cc2)nn1,4,0,4,-6,2,-1,2,-6,-0.2
Cn1ccnc1C(=O)c1ccc(N)cc1,-2,-3,-4,-3,1,-6,8,14,-0.8
COc1cccc(NS(=O)(=O)NC(=O)c2c[nH]c3ccccc23)c1,0,-4,3,-12,0,-11,5,-9,0.1
CC(C)=C[C@@H]1C[C@H](C)[C@H]2CC[C@H](C)c3c(O)c(O)c(C)c1c32,-2,2,3,5,2,1,5,1,-0.7
Cc1ccc(-n2c(C)cc3c2CCCC3=O)cc1,6,4,2,5,1,-11,2,-4,2.5
CCOc1cc(C(=O)N(CC)CC(=O)Nc2ccc3c(c2)OCCO3)ccc1OC,-1,4,12,-19,1,-14,19,12,-2.4
Cc1ccsc1CN(C)C(=O)c1cc(S(=O)(=O)N2CCOCC2)ccc1N1CCCC1,-8,-1,-3,2,6,20,-8,4,-1.0
CC(=O)Nc1cc(-c2ccc(N3CCN(C)CC3)cc2)cn2c(-c3cccc(C(=O)N(C)C)c3)cnc12,-1,1,0,-5,1,-20,11,3,.
O=C1C2ON(c3ccc(Cl)cc3)C(c3ccco3)C2C(=O)N1c1ccccc1 (centres undefined),-4,-9,-5,-4,3,-29,2,-3,7.5
O=C(Cc1ccsc1)NNC(=O)c1ccccc1O,-4,3,10,-1,-1,17,3,0,1.1
CS(=O)(=O)N(CC(=O)N1CCN(Cc2ccccc2)CC1)c1ccccc1Br,13,0,3,-7,2,-15,5,-6,-0.9
C=CCC[C@H](Cc1ccc(F)cc1)C(=O)OC[C@H]1CCCN1C(=O)[C@@H](CC=C)CC(=O)NCCO,6,2,2,-27,7,-2,1,-26,3.5
Cc1cccc(NC(=O)c2cc(S(=O)(=O)N3CCCC3)cn2C)c1,0,1,3,2,0,-8,3,-2,-2.0
CCOc1cc(CN2CCN(CCOCCO)CC2)ccc1OC,-2,0,-3,4,1,-1,2,-1,-0.7

The results go on:
SMILES,M5 PAM,CHRM5 agonist,CHRM4 PAM,CHRM4 antagonist,CHRM4 agonist,CHRM1 antagonist,CHRM1 PAM,CHRM5 antagonist,CRFBP-R2 agonist
CC1CC(C)CN(CCCNC(=O)c2ccc3c(SCC(=O)O)c4c(nc3c2)CCC4)C1 (centres undefined),-3,0,-11,4,0,-2,-11,-4,-1.0
O=C1CCCC2=C1C(c1ccc(Cl)cc1)n1c(s/c(=C\c3ccc4ccncc4c3)c1=O)=N2 (centres undefined),4,0,2,-5,0,-5,15,-6,37
Cc1cc([N+](=O)[O-])ccc1NC(=O)Nc1ccccc1F,-5,1,12,-2,2,-1,-2,-10,12
COC(=O)CCC(=O)N1CCCC(N2CCN(c3ccc(OC)cc3)CC2)C1 (centres undefined),1,-2,-1,7,0,-19,2,2,-0.5
C#CCOCCOCCOCCNc1nc(N2CCN(C(=O)CCCCCCCCCCNC(=O)Cn3cc(C[C@@H](C)O)nn3)CC2)nc(N2CCN(C(=O)CCCCCCCCCCNC(=O)[C@H](CCCCN)n3cc(C[C@@H](C)CC)nn3)CC2)n1,15,0,-4,0,10,18,-18,-2,11
CC#CCNCc1ccccc1,-1,-6,1,0,0,2,0,-8,-0.7
COc1ccc(CN(C)C(=O)C(Cc2ccccc2)NC(=O)c2ccccc2)cc1F (centres undefined),-25,4,-12,21,19,42*,-17,19,-0.4
COc1ccc(CCNC(=O)C(=O)NCCOc2ccccc2)cc1OC,-5,-2,-3,4,1,10,-6,2,-2.2
O=C(C1CC(=O)N(c2ccc(F)c(Cl)c2)C1)N1CCOCC1 (centres undefined),1,2,-3,1,1,-5,2,-8,-0.3
CCOc1ccc(S(=O)(=O)N2CCOCC2)cc1NC(=O)CCN1C(=O)NC2(CCCC2)C1=O,-1,0,5,-2,0,-13,5,0,-0.6
COc1cc(NC(=O)c2ccccc2)c(OC)cc1NC(=O)CN1CCN(c2ccccn2)CC1,-6,-1,-6,1,7,3,-5,3,3.5
COc1ccc(Cl)cc1NC(=O)NN1CCN(C)CC1,4,-4,2,-5,1,1,2,-9,-1.9
CCOc1ccccc1NC(=O)NNS(=O)(=O)c1ccc([N+](=O)[O-])cc1,-5,-3,-4,5,0,7,-3,8,0.2
CCC(=O)N1CCc2cc(OC)c(OC)cc2C1COc1ccccc1OC (centres undefined),5,1,2,-4,2,-9,12,0,0.7
O=C(NN1C(=O)c2ccccc2C1=O)C1CCCCC1,5,-8,0,-7,1,-22,5,-13,0.1

(listing goes on)
SMILES,M5 PAM,CHRM5 agonist,CHRM4 PAM,CHRM4 antagonist,CHRM4 agonist,CHRM1 antagonist,CHRM1 PAM,CHRM5 antagonist,CRFBP-R2 agonist
CC(C)[C@H](NC(=O)c1ccccc1)C(=O)OCC(=O)NCC1CCCO1 (some centres undefined),7,0,2,3,0,1,-2,2,0.1
Cc1ccc(NC(=O)CCN2C(=O)c3ccccc3C2=O)cc1,1,0,6,-19,2,-8,12,1,0.0
O=C(NC(=S)Nc1ccc(N2CCOCC2)c(Cl)c1)c1cncc(Br)c1,-5,2,-2,4,4,5,-2,1,-1.9
CN(C)C(CNC(=O)C1CCN(S(=O)(=O)c2ccccc2)CC1)c1ccccc1 (centres undefined),2,-4,0,3,0,4,-3,9,13
Cc1cc(-c2ccc(Br)cc2)n[nH]1,-2,1,-2,-3,1,-11,9,10,1.6
CCCCN(CC)C(=O)CSc1nc2n[nH]c(C)c2c(=N)n1-c1cccc(C)c1,1,-2,4,-5,1,0,-4,-4,-0.4
COc1ccc2oc(C(=O)OC(C)C(=O)NC3(C#N)CCCCC3)c(C)c2c1 (centres undefined),5,-2,-7,0,6,17,-16,10,-1.4
CCc1cc2c(SCC(=O)NC3CC3)ncnc2s1,2,0,4,-15,1,-9,6,8,-3.7
COc1ccc(Cc2c(-c3ccc(C)cc3)nc3ccc(Cl)cn23)c(C)c1,1,-1,-5,14,0,4,1,2,.
Cc1cc2nc(CCN(Cc3cccnc3)C(=S)Nc3ccccc3)[nH]c2cc1C,-3,2,3,10,0,-14,8,5,-4.1
C/C(CC(=O)NC(C)(C)C)=N\NC(=O)COc1ccc(C)cc1Br,5,0,-1,2,0,1,-1,-5,-0.5
COc1ccccc1NC(=O)/C(C#N)=C/c1c(C)nn(-c2ccc(F)cc2)c1Cl,0,-1,5,-8,1,-6,8,-10,4.9
COc1ccccc1NC(=O)C(=O)c1cn(CC(=O)N2CCCC2)c2ccccc12,-10,-3,-1,-6,2,-5,4,11,-0.9
O=C(COc1ccc(-c2ccccc2)cc1)N1CCCC1,-2,0,3,-5,1,-2,10,1,-0.1
COc1cccc(NC(=O)CSc2nnc(-c3ccoc3C)n2C)c1,2,-2,5,2,2,-3,2,8,-1.4
Cc1c(C(=O)O)c(=O)n(-c2ccccc2)n1-c1ccccc1,6,0,13,16,1,-3,9,4,2.0

Source: PubChem BioAssay
